# Bioassay records (PubChem BioAssay)
# LmPK inhibitor: LmPK (Leishmania mexicana) enzyme inhibition; Q27686; purified LmPK, Kinase-Glo ATP luminescence, 1 h; Potency, µM (titrated, usually from 57.5 µM), for the others: at the top dose activity change, negative = inhibition, usual class: inhibitors; 0.37% of 290,000 active; AID 1721; also: potency is read from the fitted curve at half-maximal effect
# Target sequence (Q27686 whole entry, looked up): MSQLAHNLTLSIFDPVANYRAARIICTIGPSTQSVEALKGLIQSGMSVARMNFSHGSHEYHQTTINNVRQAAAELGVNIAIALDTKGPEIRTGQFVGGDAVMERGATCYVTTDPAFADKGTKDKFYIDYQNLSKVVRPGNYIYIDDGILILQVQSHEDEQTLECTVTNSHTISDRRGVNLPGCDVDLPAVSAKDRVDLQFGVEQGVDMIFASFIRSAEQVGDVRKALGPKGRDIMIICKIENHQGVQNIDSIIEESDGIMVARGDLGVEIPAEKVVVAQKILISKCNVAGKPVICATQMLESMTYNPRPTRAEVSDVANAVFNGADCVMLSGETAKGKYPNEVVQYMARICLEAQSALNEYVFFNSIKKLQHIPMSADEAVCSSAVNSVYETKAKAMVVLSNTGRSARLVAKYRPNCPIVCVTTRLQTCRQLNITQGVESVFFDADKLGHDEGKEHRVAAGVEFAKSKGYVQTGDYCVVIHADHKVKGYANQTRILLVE
#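 In 50 mM imidazole pH 7.2 with 7 mM MgCl2, LmPK (0.1 nM) turned over PEP (0.5 mM) and ADP (0.1 mM) for 1 h at room temperature. Luciferase read-out of ATP.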
# AMA1 RON2 block: inhibitors of Plasmodium falciparum AMA1-RON2 interaction; AlphaScreen AMA1-biotinylated RON2 peptide binding; Potency, µM (titrated, usually from 58.2 µM), inactives show top-dose activity change, negative = inhibition, hits mostly inhibitors; 0.2% of 360,000 active; AID 720542;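 also: potency is read from the fitted curve at half-maximal effect; 0% = vehicle wells and -100% = peptide control; nearly all actives have a fitted effect of over 45% in size; some results filed as inactive show a strong effect at the top dose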
#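 AMA1 (3D7) with his tag at 25 nM final met compounds first, then biotinylated RON2 peptide at 25 nM; detection used donor plus acceptor beads, 10 µg/mL apiece, read by AlphaScreen after 30 min at room temperature.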
# HCV inh: HCV inhibition; Huh7.5.1 HCVcc-Cre infection, luciferase reporter, 44 h; 3.4% of 340,000 active; Potency, µM (top dose mostly 41.8 µM), for the others: at the top dose activity change, negative = inhibition, most hits filed as inhibitors; AID 651820; also: potency is read from the fitted curve at half-maximal effect
#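 1,000 cells/well; 4 h culture; + compound; + HCVcc-Cre (~0.5 moi); 44 h; luciferase substrate, RT 15 min; read 15 sec.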
# AmpC inh detg: AmpC beta-lactamase inhibition with detergent present; P00811; AmpC hydrolysis of nitrocefin, absorbance 480 nm, 0.01% Triton; Potency, µM (titrated, usually from 114 µM), without a hit: at the highest dose activity change, negative = inhibition, hits mostly inhibitors; 0.041% of 370,000 active; AID 485294;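 also: potency is read from the fitted curve at half-maximal effect; 0% = no-compound wells and -100% = no-enzyme wells; nearly all actives have a fitted effect of over 25% in size; some results filed as inactive show a strong effect at the top dose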
# Target sequence (P00811 whole entry, looked up): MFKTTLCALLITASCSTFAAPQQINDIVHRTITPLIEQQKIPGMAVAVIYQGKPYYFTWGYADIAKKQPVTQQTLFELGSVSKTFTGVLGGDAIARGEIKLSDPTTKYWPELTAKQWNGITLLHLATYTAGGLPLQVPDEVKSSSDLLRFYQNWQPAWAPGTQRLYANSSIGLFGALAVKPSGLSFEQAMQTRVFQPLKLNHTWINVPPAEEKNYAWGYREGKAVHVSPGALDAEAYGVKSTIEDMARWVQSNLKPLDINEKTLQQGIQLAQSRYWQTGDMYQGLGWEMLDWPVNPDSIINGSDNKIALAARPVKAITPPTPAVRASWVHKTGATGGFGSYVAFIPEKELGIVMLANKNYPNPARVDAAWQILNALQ
#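 20 mM phosphate pH 7.0 + 0.01% (detergent screen) or 0.0001% Triton X-100; 5.3 nM AmpC reagent; cpd preinc 15 min RT; nitrocefin (800 uM stock) to start; A480 q20 s × 4 min; Activity was normalised to no-enzyme and no-compound control wells.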
# HCMV inh: blocks human cytomegalovirus replication. HFF cells, HCMV-luciferase reporter, 72 h; stronger effect = lower value. AID 1259415. activity change, negative = inhibition, % at 57.5 µM. 4.5% of 410,000 active; in the data active = activity change below about -60%; inconclusive = no clear call, values can overlap the other calls; inactive = above about -39%
#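 Screen run at 2 compound doses on HFFs infected with reporter HCMV, MOI 1 PFU/cell. Luciferase activity from cell lysates at 72 h post infection gave inhibition relative to buffer-only and Salinomycin wells.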
# AmpC no deterg: AmpC beta-lactamase inhibition without detergent; P00811; AmpC nitrocefin hydrolysis, absorbance 480 nm, 0.0001% Triton; Potency, µM (doses to about 57.1 µM), for inactives: at the top dose activity change, negative = inhibition, most hits filed as inhibitors; 0.52% of 330,000 active; AID 485341;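 also: potency is read from the fitted curve at half-maximal effect; plate controls were no compound for no effect and no enzyme for full effect; nearly all actives have a fitted effect of over 20% in size; some results filed as inactive show a strong effect at the top dose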
#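 20 mM phosphate pH 7.0 + 0.01% (detergent screen) or 0.0001% Triton X-100; 5.3 nM AmpC reagent; cpd preinc 15 min RT; nitrocefin (800 uM stock) to start; A480 q20 s × 4 min; Activity was normalised to no-enzyme and no-compound control wells.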
# Tb PYK inh: T. brucei pyruvate kinase inhibition | TbPYK enzyme, Kinase-Glo Plus ATP luminescence, 45 min | AID 624173 | 0.12% of 410,000 active | Potency, µM (series often up to 76.8 µM), inactives show at the highest dose activity, negative = inhibition, most hits filed as inhibitors | Q57TT1; also: potency is read from the fitted curve at half-maximal effect; nearly all actives have a fitted effect of over 50% in size
#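 Assay buffer: 50 mM TEA pH 7.2, 100 mM KCl, 10 mM MgCl2, 0.05% BSA, 0.01% Tween-20. Pyruvate kinase from T. brucei plus substrate met compound, then ADP (130 uM final). Luminescence was read post 45 min RT.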
# * marks the source's active call; other numbers are inactive results; ? = inconclusive; . = not tested or not shown; & = joins results of further samples; [ ] = remark or other dose. Unless noted, calls follow the shape of the dose curve; as a rule, active = well fitted curve in the direction sought with a large enough effect; inconclusive = small, poorly fitted or top-dose-only effect, or another doubt; inactive = no such curve, though single readings can be large; an effect the other way counts as inactive or inconclusive. Unless noted, % is scaled to controls: 0 for no effect and ±100 for the full control effect.
# Below each compound: LmPK inhibitor	AMA1 RON2 block	HCV inh	AmpC inh detg	HCMV inh	AmpC no deterg	Tb PYK inh
- CC(=O)NC(=S)NNC(=O)CCc1ccccc1
  2.9%	65.9%[activator]	25.3%	4.9%	-15.1	-16.3%	-13.6%
- Cn1c(=O)c(C(=O)CN2CCCc3ccccc32)c(N)n(Cc2ccccc2)c1=O
  2.6%	-2.1%	-17.9%	0.0%	-0.9	33.6%	1.8%
- CCCCc1ccc(NC(=O)c2cc3c(=O)n4ccccc4nc3s2)cc1
  .	.	.	17.0%	-22.3	.	-0.1%
- Cc1ccc(OCC(=O)Nc2ccccc2Sc2ccccc2)c([N+](=O)[O-])n1
  4.1%	-3.9%	-10.7%	0.1%	3.0	1.4%	3.7%
- Cc1ccc(CSCc2ccc(C(=O)O)o2)cc1
  2.0%	2.8%	11.6%	-12.6%	-19.0	-21.5%	-27.5%
- COc1ccc(C(=O)Nc2cccc(OC(=O)c3ccco3)c2)cc1
  1.5%	1.7%	16.9%	-2.9%	90.6	-17.6%	-7.8%
- O=[N+]([O-])c1cccc(C=Nc2cccc3ccccc23)c1O
  ?	74.5%[activator]	-2.5%	3.9%	29.1	-50.6%	-3.4%
- CCC(c1nnnn1Cc1ccco1)N(Cc1cc2cc(OC)ccc2[nH]c1=O)C1CCCCC1 (stereo not drawn)
  22.4%	-3.4%	?	-0.5%	-2.1	-4.5%	-3.6%
- Cc1noc(C)c1S(=O)(=O)Nc1ccc(C(=O)NCCc2ccccc2)cc1
  -0.8%	-18.5%	21.5%	?	-22.4	-30.2%	-3.0%
- CCN(CC)C(=O)c1ccc(Nc2nnc(-c3ccc(C)c(S(=O)(=O)NC)c3)c3ccccc23)cc1
  .	.	.	2.4%	?	.	-12.1%
- CCOC(=O)COc1ccc(S(=O)(=O)N2CCc3ccccc3C2)cc1
  6.1%	-4.4%	14.7%	-4.1%	.	?	5.9%
- Clc1cccc(CN2CCC3CC2c2cc(N4CCCCC4)ccc23)c1 (stereo not drawn)
  .	?	6.5%	.	-13.6	.	-3.1%
- CCC1CCCCN1CCCNS(=O)(=O)c1ccc2c(c1)oc(=O)n2C (stereo not drawn)
  -1.7%	-9.2%	5.3%	0.4%	11.0	0.2%	1.1%
- CCCCn1c(=O)c2ccccc2c2ccccc2c1=O
  -0.7%	33.1%[activator]	?	2.0%	-22.2	-17.5%	12.3%
- Cc1c2c([n+]3n1CCC3)CC(C)(C)CC2=O
  1.9%	-1.3%	1.1%	-11.2%	107.5	-0.3%	-1.5%
- COc1ccc(C2OC(=O)CC2C(=O)NCc2ccccc2Cl)cc1OC (stereo not drawn)
  -0.2%	-13.7%	9.9%	-4.4%	9.0	-7.2%	0.9%
- CC/C(=N\O)c1ccc(OC)c(OC)c1
  -11.0%	-1.5%	?	-2.5%	50.7	-13.2%	8.3%
- CCOc1ccc(NC(=O)CSC2=Nc3ccccc3C3=NC(CCC(=O)NCc4cccs4)C(=O)N23)cc1 (stereo not drawn)
  .	.	.	4.0%	-0.1	.	-9.8%
- Cc1cc(C)n2nc(SC(C)C(=O)N3CCC4(CC3)OCCO4)nc2n1 (stereo not drawn)
  4.3%	-0.8%	.	1.8%	-5.2	-4.3%	?
- Cc1ccc(CCS(=O)(=O)c2ccc(C(C)(C)C)cc2)cn1
  5.7%	11.8%	?	-8.3%	-35.7	18.2%	0.0%
- COc1ccc(C(=O)NCC(=O)N/N=C/c2c(C)[nH]c3ccccc23)cc1OC
  1.3%	7.8%	-13.4%	1.4%	23.7	31.7%	13.1%
- COc1ccc(-c2cn3cccnc3n2)cc1Br
  -15.8%	-3.4%[2.32 µM]	4.0%	-7.3%	15.0	-13.6%	-15.9%
- COc1ccc(CCN=Cc2c(C)[nH]n(-c3ccc([N+](=O)[O-])cc3)c2=O)cc1OC
  -3.2%	7.8%	7.9%	-7.4%	21.4	-19.4%	-12.7%
- CCCOc1ccc(CNC(=O)C2CCN(c3nn4c(=O)cc(C)nc4s3)CC2)cc1
  2.8%	11.7%	-6.3%	25.4%	-27.0&9.0	22.6%	-2.5%&-3.3%
- Cc1c(Br)c([N+](=O)[O-])nn1C(C)C(=O)N1CCc2ccccc2C1 (stereo not drawn)
  -9.1%	-4.7%	-14.9%	-2.8%	-25.4	-21.0%	0.6%
- CCC(=O)N(Cc1cc(=O)[nH]c2ccccc12)c1ccc(OC)cc1
  4.3%	1.4%	3.0%	-9.2%	-3.6	-12.5%	-0.6%
- COc1ccc(CCNC(=O)c2ccc(Cn3c(=O)c4ccccc4n(Cc4ccccc4Cl)c3=O)cc2)cc1OC
  .	.	.	23.7%	10.9	.	3.7%
- O=C(COc1cc(=O)n2c(n1)SCCC2)c1ccccc1
  -1.6%	22.9%	7.0%	0.8%	24.3	-10.2%	1.3%
- COc1ccc(Cc2nc3c([nH]2)c(=O)n(C)c(=O)n3C)cc1OC
  .	-11.2%	-8.1%	.	49.5	.	-2.1%
- CN(CCc1ccccc1)C(c1cc2ccccc2o1)c1nnnn1C(C)(C)C (stereo not drawn)
  .	-2.6%	.	.	-8.6	.	-4.0%

# By substructure: the compounds so far with an aryl thioether with sulfur outside any ring
# Below each compound: LmPK inhibitor	AMA1 RON2 block	HCV inh	AmpC inh detg	HCMV inh	AmpC no deterg	Tb PYK inh
- Cc1ccc(OCC(=O)Nc2ccccc2Sc2ccccc2)c([N+](=O)[O-])n1
  4.1%	-3.9%	-10.7%	0.1%	3.0	1.4%	3.7%
- Cc1cc(C)n2nc(SC(C)C(=O)N3CCC4(CC3)OCCO4)nc2n1 (stereo not drawn)
  4.3%	-0.8%	.	1.8%	-5.2	-4.3%	?

# Remaining list, next part:
# Below each compound: LmPK inhibitor	AMA1 RON2 block	HCV inh	AmpC inh detg	HCMV inh	AmpC no deterg	Tb PYK inh
- Cc1ccc(C)n1-c1ccc(C(=O)NC2CCN(Cc3ccccc3)CC2)cc1
  0.9%	-5.2%	?	-3.1%	-61.7*	-6.0%	-11.3%
- Cc1coc2c1c(C)cc1oc(=O)c(CC(=O)NCc3ccc(Cl)cc3)c(C)c12
  .	.	.	-4.9%	3.5	.	-1.7%
- CCn1c(CNC(=O)c2ccccc2)nnc1SCC(=O)N1CCN(c2ccccc2)CC1
  -0.7%	2.5%	-22.9%	-13.6%	-25.6	32.9%	0.1%
- O=C(NCc1ccccc1)C1c2ccccc2OCC(=O)N1Cc1ccc2c(c1)OCO2 (stereo not drawn)
  .	22.3%	.	.	-8.8	.	2.7%
- COc1cc2[nH]c(C(=O)Nc3ccc(F)cc3)cc2c(OC)c1OC
  -3.4%	.	.	3.3%	82.5	-11.7%	.
- O=C(Nc1ccccc1)N(Cc1ccc(F)cc1)c1ccccn1
  .	.	.	9.3%	0.6	.	11.7%
- COC(=O)C1=C(N)Oc2cc(C)n(C)c(=O)c2C1c1ccc(Cl)cc1 (stereo not drawn)
  0.8%	-0.6%	-33.0%	-4.3%	38.9	-0.8%	4.9%
- O=C(NCc1ccc(OC(F)(F)F)cc1)C1CC(c2ccc(C(F)(F)F)cc2)=NO1 (stereo not drawn)
  .	0.0%	6.6%	.	6.0	.	-8.3%
- Cc1ccc(S(=O)(=O)N2CCOCC2)cc1NC(=O)COC(=O)/C=C/c1ccc(F)cc1
  .	-1.6%	0.0%	.	48.8	5.3%	-1.3%
- Cc1ccc(C2=NN(C(=O)c3ccco3)C(O)(C(F)(F)F)C2)cc1 (stereo not drawn)
  12.9%	66.0%[activator]	?	4.7%	-20.7	-23.6%	-1.6%
- COCCC(=O)N1CCCC(C(=O)c2ccc(Oc3ccccc3)cc2)C1 (stereo not drawn)
  0.4%	2.7%	-14.4%	2.3%	-30.7	140.0%[activator]	0.9%
- CN1CCN(Cc2cc(C(C)(C)C)c(O)c(C(C)(C)C)c2)CC1
  6.3%	-18.8%	14.0%	2.0%	-30.4	1.2%	-11.5%
- O=S(=O)(Nc1ccc(-n2cccc2)cc1)c1ccc(F)cc1
  4.9%	-22.3%	12.5%	-0.8%	-20.4	-34.8%	-15.4%
- CC(OC(=O)c1ccncc1)C(=O)NC1CCCC1 (stereo not drawn)
  -3.4%	-14.0%	0.3%	?	-29.8	-18.4%	-20.7%
- NS(=O)(=O)c1ccc(NC(=O)c2ccccc2Cl)cc1
  0.6%	-4.5%	3.2%	1.1%	10.4	-19.1%	3.9%
- CCCN1CCC(NC(=S)Nc2ccc([N+](=O)[O-])cc2)CC1
  0.8%	0.6%	?	-3.5%	37.6	-26.0%	4.0%
- CSCCC(NC(=O)c1ccccc1Br)C(=O)NNC(=O)c1ccco1 (stereo not drawn)
  .	26.8%	16.5%	?	?	-12.3%	7.1%
- Cc1ccsc1CN(C(=O)c1oc2cc(Br)ccc2c1C)C1CCS(=O)(=O)C1 (stereo not drawn)
  .	.	.	-8.5%	-37.6	.	3.2%
- N#Cc1c2n(c3c(=O)n(Cc4ccccc4Cl)cnc13)CCCCC2
  -1.7%	-4.7%	?	-14.6%	?	-16.5%	2.0%
- Cc1ccc(CNC(=O)CCn2cc(-c3ccc(C)cc3)nc2CCN)cc1
  .	11.5%	-22.5%	?	-0.7	125.1%[activator]	-1.7%
- Cc1ccc(NC(=O)Cn2cccc2)cc1
  -0.1%	-9.6%	4.3%	8.6%	11.0	-25.0%	-3.5%
- O=C(CSc1ccc2nnc(-c3cccc(F)c3)n2n1)NCc1ccco1
  2.1%	-9.9%	?	-9.9%	43.0	-10.6%	-15.1%
- COCCCNCc1cc(C)n(-c2cc(S(=O)(=O)N3CCOCC3)ccc2N2CCCC2)c1C
  .	-3.0%	-1.7%	.	-17.7	.	31.1%
- COc1cc(/C=C/C(=O)c2c(O)cc(C)oc2=O)cc(OC)c1O
  7.9%	-4.0%	-27.5%	-9.2%	-67.5*	-0.1%	-14.4%
- COc1ccc(-c2nc3c(c(SCc4ccc(Br)cc4)n2)Cc2c(CO)cnc(C)c2O3)cc1
  .	.	.	-0.9%	9.3	.	-13.0%
- O=C(CSc1ncn[nH]1)NCCC(c1ccccc1)c1ccccc1
  -0.3%	4.9%	-4.5%	-1.2%	14.5	-13.9%	5.0%
- CCc1c(C)nc2cc(-c3ccc(Cl)cc3)[nH]n2c1=O
  2.1%	4.9%	-11.9%	-17.2%	55.6	-27.3%	-3.2%
